Screening results deposited in PubChem by several laboratories.
GPR7 antagonist = antagonists of human GPR7 (neuropeptides B/W receptor 1); GPR7-expressing cells, fluorescence antagonist assay; inhibition, % at 4.4 µM; 290,000 tested, 1.1% active; in the data active means inhibition above about 16%, passing the limit was not always enough;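 further: cells stimulated with the agonist NPW; 0% = agonist with vehicle and 100% = vehicle without agonist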
Target sequence (P48145 whole entry, looked up): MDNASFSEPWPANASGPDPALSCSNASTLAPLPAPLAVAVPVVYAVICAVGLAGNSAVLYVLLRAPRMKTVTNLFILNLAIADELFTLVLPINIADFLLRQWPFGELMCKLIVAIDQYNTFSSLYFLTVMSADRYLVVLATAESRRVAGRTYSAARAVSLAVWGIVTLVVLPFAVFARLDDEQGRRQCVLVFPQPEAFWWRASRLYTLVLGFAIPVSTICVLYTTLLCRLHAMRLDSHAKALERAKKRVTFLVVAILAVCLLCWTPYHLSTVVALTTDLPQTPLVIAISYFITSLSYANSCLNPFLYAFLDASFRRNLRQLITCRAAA
IDE inh = inhibits human insulin-degrading enzyme in HEK cells; 320,000 tested, 0.41% active; P14735; AID 434962; FAbetaB cleavage, fluorescence polarization; inhibition, % at 5.59 µM;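 active means percent inhibition above the average of all tested compounds plus 3 SD, set per screening campaign, cut at about 16% in these data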;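 further: IDE supplied by intact live HEK cells; FP after avidin binding of uncleaved biotin substrate so inhibition keeps polarization high; 0% = DMSO wells and 100% = 60 µM reference IDE inhibitor Ii1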
PHOSPHO1 block = inhibitors of human PHOSPHO1 phosphatase; recombinant PHOSPHO1, absorbance phosphatase assay; inhibition, % at 13.3 µM; 290,000 tested, 1.1% active; AID 1565; in the data active means inhibition above about 60%
Target sequence (Q8TCT1 whole entry, looked up): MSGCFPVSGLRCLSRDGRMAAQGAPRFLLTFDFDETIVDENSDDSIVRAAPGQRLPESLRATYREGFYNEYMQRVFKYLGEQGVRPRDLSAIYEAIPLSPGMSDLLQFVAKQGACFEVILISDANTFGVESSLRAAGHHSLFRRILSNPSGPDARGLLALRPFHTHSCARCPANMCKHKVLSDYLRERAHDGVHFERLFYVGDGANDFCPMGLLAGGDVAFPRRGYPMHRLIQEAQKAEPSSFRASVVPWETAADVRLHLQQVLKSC
NALP1 yeast inh = blocks the NALP1 inflammasome reconstituted in yeast. S. cerevisiae NALP1/ASC/caspase-1 growth, X-gal OD620, 72 h. inhibition, % at 10 µM. 280,000 tested, 0.61% active. AID 2071; in the data active means inhibition mostly above about 24%, no sharp cut-off; inactive means mostly below about 32%; further: some compounds called inactive have numbers as strong as hits
VIM-2 inhibitor = inhibitors of Pseudomonas aeruginosa VIM-2 metallo-beta-lactamase; purified VIM-2, nitrocefin hydrolysis, epi-absorbance fluorescence; inhibition, % at 5.6 µM; 290,000 tested, 0.89% active; AID 1527;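 active means inhibition above the mean of all tested compounds plus 3 SD, cutoff set per screening run, cut at about 7.5% in these data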;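 further: red hydrolysis product quenches plate fluorescence so inhibitors raise well fluorescence; 0% = enzyme with DMSO and 100% = DMSO without enzyme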
IMP-1 inh = blocks Pseudomonas aeruginosa IMP-1 metallo-beta-lactamase; purified IMP-1, nitrocefin hydrolysis, epi-absorbance fluorescence; inhibition, % at 5.6 µM; 290,000 tested, 0.45% active; AID 1556;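 active means inhibition above the mean plus 3 SD of all compounds in the same screening run, cut at about 4.5% in these data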;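 further: 0% = IMP-1 with DMSO and 100% = DMSO wells lacking enzyme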
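Assay system: purified recombinant IMP-1 beta-lactamase. Input: IMP-1 0.2 nM before substrate addition. Buffer or medium: Zinc- and detergent-supplemented HEPES buffer, pH 7.1. Schedule: 25 °C, 15 min preincubation, 25 min reaction. Signal: Epi-absorbance fluorescence, 480 nm excitation, 530 nm emission. Evaluation: percent inhibition from optical density relative to buffer-blank wells.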
pCIP destab = p/CIP protein destabilization; Q05BA5; F442A p/CIP-EGFP cells, EGFP fluorescence, 16 h; decrease of EGFP signal, % at 10 µM; 290,000 tested, 0.01% active;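 active means EGFP signal decrease of at least 30% at 10 µM or well 3 SD below plate mean, unless failing retest; inactive means the rest, including hits failing retest or dose response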; further: some compounds called inactive have numbers as strong as hits; many of its hits are not listed in these tables
M18AAP inhibitor = blocks P. falciparum M18 aspartyl aminopeptidase. recombinant PfM18AAP, H-Glu-NHMec fluorogenic cleavage. inhibition, % at 7.35 µM. 290,000 tested, 1.2% active;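 active means inhibition above the campaign mean inhibition over all tested compounds plus 3 SD, cut at about 28% in these data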;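 further: 0% = plate median of test compound wells and 100% = 2 mM ZnCl2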
IDE act = boosts human insulin-degrading enzyme activity in HEK cells; P14735; FAbeta-B cleavage, fluorescence polarization; 0% vehicle, 100% cell-free pure enzyme wells; activation, % at 5.96 µM; 340,000 tested, 0.073% active; AID 493087;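 active means activation above the mean of all tested compounds plus 3 SD, set per screening campaign, cut at about 17% in these data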
An asterisk follows results filed as active; nt = no result given.

SMILES	GPR7 antagonist	IDE inh	PHOSPHO1 block	NALP1 yeast inh	VIM-2 inhibitor	IMP-1 inh	pCIP destab	M18AAP inhibitor	IDE act
CCOc1ccc(-c2cc(N)n(S(=O)(=O)c3ccc(OC)c(OC)c3)n2)cc1	1	-4	9	-8	-1.1	-2.3	-2	-2	-2
O=C(N1CCOCC1)N1CCN(c2nc(-c3ccc(F)cc3)cs2)CC1	-5	7	29	-1	-3.1	-3.3	-12	5	1
CC1CCC(NC(=O)Cn2c(=O)[nH]c3ccsc3c2=O)CC1 (centres undefined)	-10	5	16	0	-3.1	-2.3	-9	-4	8
Cc1cccc(C)c1NC(=O)CNC(=O)c1cccnc1	-2	-6	23	13	-1.3	-3.9	-6	-18	2
CC(C)CCn1c(Sc2nc3ccccc3s2)nc2c1c(=O)[nH]c(=O)n2C	-3	-7	-2	3	-0.3	-0.9	-10	9	-4
CC(=O)Nc1ccc(/C=C/c2noc(-c3ccccc3O)n2)cc1	7	-3	-9	4	-2.2	-1.9	-3	0	-1
CCOc1ccc(S(=O)(=O)c2c(C(=O)c3ccc(C)cc3)cnc3cc4c(cc23)OCCO4)cc1	-8	1	1	6	0.0	-0.5	2	3	3
Cc1nc(-c2cccc(S(=O)(=O)N3CCCCC3)c2)cs1	-9	6	28	0	-4.9	-2.8	-11	1	8
COC(=O)c1ccc(/C=N/OCC(=O)NCc2ccc(F)cc2)cc1	-1	1	16	1	-2.1	-2.7	-7	-8	-2
O=C(NCCCn1ccnc1)c1cc([N+](=O)[O-])cc([N+](=O)[O-])c1	-12	6	6	19	-6.3	-2.8	-2	-3	-2
CC1(C)CC(C(CC(=O)O)c2ccccc2)CCO1 (centres undefined)	13	-4	-8	-12	-3.0	-2.1	-18	1	6
Cc1ccccc1OCC(=O)N/N=C/c1cn(C)c2ccccc12	-6	-1	42	nt	-3.8	-3.2	-2	3	-4
Cc1c(NC(=O)c2ccco2)cccc1C(=O)NN1C(=O)c2ccccc2C1=O	-9	0	20	-2	-2.5	-0.7	13	2	1
COC(=O)C1=C(N)N(c2ccccc2C(F)(F)F)C2=C(C(=O)CCC2)C1c1ccc2c(c1)OCO2 (centres undefined)	16	2	10	13	-0.6	-1.1	-7	-2	-4
Cn1c(=O)c(C(=O)CSc2nncs2)c(N)n(Cc2ccccc2)c1=O	-4	6	18	-10	1.9	-4.8	-5	2	-7
Clc1ccccc1-c1csc(Nc2cccnc2)n1	-6	8	12	29	0.4	-0.1	10	39*	1
O=c1c2ccccc2oc2nc3ccn(Cc4ccncc4)c(=O)c3cc12	5	nt	4	28	1.2	-0.5	-8	-12	nt
CCCC(C(=O)NC1CCCC1)N(Cc1ccccc1)C(=O)c1snc(C(N)=O)c1N (centres undefined)	-4	-6	11	4	-2.6	-5.1	-8	-5	5
CCc1c(C)nc(N)c(C#N)c1-c1ccccc1	16	-3	3	-4	1.2	-3.9	-6	-4	3
CCOC(=O)N1CCC(n2c(=S)[nH]c3cc(OCC)c(OCC)cc3c2=O)CC1	-2	2	10	2	-0.6	-2.3	-13	0	-3
N#CC(c1ccccn1)c1ncc(C(F)(F)F)cc1Cl (centres undefined)	-1	4	26	-22	-1.7	-2.0	0	-18	10
O=C1c2ccccc2NC(c2ccco2)N1NS(=O)(=O)c1ccccc1 (centres undefined)	0	7	-7	6	-1.8	0.3	-7	0	nt
CCN(CC)C(=O)CSc1nc2ccccc2c(=O)n1OC(C)C	2	0	-4	-5	-1.8	-0.8	-4	-2	-4
CC(SC#N)C(=O)C12CC3CC(CC(C3)C1)C2 (centres undefined)	6	-3	4	-28	-2.2	-3.1	10	2	3

The closing three entries of the section before lead into the next.
SMILES	GPR7 antagonist	IDE inh	PHOSPHO1 block	NALP1 yeast inh	VIM-2 inhibitor	IMP-1 inh	pCIP destab	M18AAP inhibitor	IDE act
O=C1c2ccccc2NC(c2ccco2)N1NS(=O)(=O)c1ccccc1 (centres undefined)	0	7	-7	6	-1.8	0.3	-7	0	nt
CCN(CC)C(=O)CSc1nc2ccccc2c(=O)n1OC(C)C	2	0	-4	-5	-1.8	-0.8	-4	-2	-4
CC(SC#N)C(=O)C12CC3CC(CC(C3)C1)C2 (centres undefined)	6	-3	4	-28	-2.2	-3.1	10	2	3
CC(=O)Nc1ccc(C(=O)Nc2ccc(S(=O)(=O)N3CCOCC3)cc2)cc1	-1	1	34	12	3.5	-1.0	1	4	5
Cc1ccnc(OC(C(=O)O)C(OCc2ccccc2)(c2ccccc2)c2ccc(C(F)(F)F)cc2)n1 (centres undefined)	-6	-3	-32	1	-1.0	0.3	-1	0	-1
CCOc1ccc(NC(=S)NC2CC3CCC(C2)N3Cc2ccco2)cc1 (centres undefined)	-14	-2	-5	-6	-3.2	-2.3	-3	0	3
C/C(=N/NC(=O)CNC(=O)COc1ccccc1)c1ccc(Cl)cc1	-20	1	18	11	-3.7	-3.5	2	0	2
CCOC(=O)c1c(CN2CCN(CCO)CC2)n(C)c2cc(Br)c(OC)cc12	-1	5	4	4	7.1	-1.6	5	-10	2
C[C@H](NC(=O)c1cc2c([nH]c3ccccc32)c(-c2ccccc2)n1)C(=O)O	6	1	nt	3	-1.3	-2.7	8	2	1
Cc1c(C(=O)Nc2ccc3c(c2)OCCO3)sc2nc(-c3ccccc3)cn12	7	4	-10	0	-1.7	-1.2	-8	-4	-8
O=c1c2ccccc2ncn1CCCCOc1ccccc1F	1	-3	30	14	-0.5	-3.2	-4	-6	3
CC(=O)Nc1cc(C(=O)OC(C(=O)c2ccccc2)c2ccccc2)ccc1C (centres undefined)	-7	-2	35	7	0.8	-2.9	-4	-5	1
Cc1ccc(OCC(=O)NC2CCCC2)c(C)c1	-4	-4	-4	11	0.0	-1.9	-1	3	1
CCOC(=O)C(=NCC1CCCO1)NNc1cc(Cl)ccc1Cl (centres undefined)	-17	2	28	nt	-2.3	-2.2	-2	1	2
CCn1c(C)nc2c1C(=O)c1ccccc1C2=O	-1	1	53	8	3.0	-2.2	-14	5	4
COc1cc(CNCc2ccccn2)ccc1OCc1ccc(Cl)cc1	-1	-1	-36	18	6.6	-1.6	-4	3	0
CC1NC2(C(=O)N(Cc3ccccc3)c3ccccc32)C2C(=O)N(c3ccccc3)C(=O)C12 (centres undefined)	-11	4	-14	29	-3.9	-1.6	-7	0	4
COc1cc(/C=N/NC(=O)C(=O)/C=C2\NC3(CCCC3)Cc3ccccc32)ccc1O	-5	-4	9	-17	-2.8	-2.1	-3	0	6
COC(=O)[C@@H](NCc1cccc(CN[C@H](C(=O)OC)C(C)C)c1)C(C)C	3	3	-7	22	0.3	0.7	4	-2	3
CC1(C)CCc2c([nH]c3ccccc3c2=O)O1	-4	1	3	8	-3.0	-2.1	-4	-5	1
CCCCn1c(SCC(=O)NC2CCS(=O)(=O)C2)nc2ccccc2c1=O (centres undefined)	1	-2	24	16	-1.8	-3.0	0	-9	-4
CCc1ccc(N=C2NC(=O)/C(=C/c3ccc(OCC(=O)O)cc3)S2)cc1	-4	6	36	15	-3.1	-7.5	8	-3	-2
Cc1cc(NC(=O)c2cc(-c3ccccn3)nc3ccccc23)no1	8	9	-5	11	0.2	-0.8	6	-3	1
O=C(NCCc1ccccc1)Oc1ccc(Cl)cc1	-12	4	-10	17	-3.2	-1.1	-14	4	-1
O=C(c1ccc(OC2CCN(CCc3ccccc3)CC2)cc1)N1CCCCC1CCCO (centres undefined)	-3	3	38	7	0.0	-0.5	2	0	0
N#C/C(=C\c1c[nH]c2ccccc12)C(=O)NCC1CCCO1 (centres undefined)	-4	9	37	-6	-6.5	-2.8	-10	4	9
CCCN(CCC)S(=O)(=O)c1ccc(C(=O)Nc2nnc(-c3cc(OC)cc(OC)c3)o2)cc1	-13	0	5	3	-2.0	-2.2	7	-17	7
CC(C)NC(=O)c1sc2c(c1C(=O)Nc1cccnc1)CCCC2	-16	5	8	-12	-0.1	-1.9	5	2	0
Cc1ccc([C@@H]2C3COCC=C3C(C#N)=C(N)C2(C#N)C#N)o1 (some centres undefined)	-5	5	-11	-11	-0.5	-0.4	-4	-3	-4
Fc1ccccc1OCCCCN1CCCCC1	-6	3	29	0	0.5	-1.4	4	-1	3
Cc1ccc(N2C(=O)c3ccc(N)cc3C2=O)cc1C	13	2	-29	16	1.5	-1.6	9	8	6
Cn1c(CNC(=O)CNS(=O)(=O)c2ccc(Br)cc2)cc(=O)n(C)c1=O	-3	1	-12	15	-0.2	-0.2	0	5	0
C/C(CC(=O)Nc1ccc(N(C)C)cc1)=N\NC(=O)c1ccc([N+](=O)[O-])cc1Cl	-9	-2	-11	1	-3.8	-5.0	0	13	5
CCCOC(=O)c1c(-c2ccc(C)cc2C)csc1NC(=O)C1C2CCC(O2)C1C(=O)O (centres undefined)	11	-7	-5	12	-0.8	0.0	-6	30*	0
COc1ccccc1/C=C/C(=O)c1c2c(c(C)[nH]c1=O)CCCC2	-4	-1	14	21	-1.0	-1.0	-5	1	0
O=C1CCCCN1CCC(=O)N1CCCC(N2CCN(c3ccccc3)CC2)C1 (centres undefined)	-8	1	75*	16	-1.1	-2.1	-2	-1	5
CCc1cc2c(=O)c(Oc3ccccc3F)c(C)oc2c(CN(C)C)c1O	-8	8	33	-1	0.3	-3.6	-6	10	4
COc1ccc(/C=N/OCC(=O)Nc2nc3ccccc3s2)cc1	-2	4	12	30	-1.9	-2.1	2	4	3
Cc1ccc(CS(=O)(=O)c2ncc(Cl)c(C(=O)Nc3nnc(C(C)C)s3)n2)cc1	-7	1	11	-23	-2.0	-2.2	-13	-21	6
Cc1ccc(-c2nnc(SCC(=O)N/N=C/c3ccc(C(=O)O)cc3)n2C2CCCCC2)cc1	-15	-2	22	-6	-2.5	-2.1	0	-1	2
Cc1occc1C(=O)Nc1nnc(C(F)(F)F)s1	-8	4	-18	15	0.9	-1.9	-11	-1	8
O=c1c2ccccc2nc2n1C(CBr)CN2 (centres undefined)	-3	-3	45	nt	-2.0	-0.5	4	2	-3
CCC(C)NC(=O)CSc1nnc(-c2ccc(Cl)cc2)n1N (centres undefined)	1	1	24	10	0.4	-3.4	4	-3	3
CCn1cc(SCC(=O)Nc2cc(C)on2)c2ccccc21	-3	2	-17	31	-6.9	-3.3	-5	-1	-4
COc1ccc(OC)c(CNC(=O)C2CCCN(C(=O)N(C)C)C2)c1 (centres undefined)	-8	2	20	2	-1.2	-3.5	10	-7	8
Nc1nc(CN2CCCCCC2)nc(Nc2ccccc2)n1	0	1	10	24	-3.6	-1.8	-2	0	5
NS(=O)(=O)c1ccc2nc(NC(=O)CS(=O)(=O)c3ccc(F)cc3)sc2c1	7	0	32	11	-2.6	-0.5	7	3	5
COc1cccc(CNS(=O)(=O)c2c(C)[nH]c(C)c2C(=O)N2CCCC2)c1	9	2	34	-10	-2.7	0.2	-2	5	0

Molecules from the list above that have a nitro group on carbon:
SMILES	GPR7 antagonist	IDE inh	PHOSPHO1 block	NALP1 yeast inh	VIM-2 inhibitor	IMP-1 inh	pCIP destab	M18AAP inhibitor	IDE act
O=C(NCCCn1ccnc1)c1cc([N+](=O)[O-])cc([N+](=O)[O-])c1	-12	6	6	19	-6.3	-2.8	-2	-3	-2
C/C(CC(=O)Nc1ccc(N(C)C)cc1)=N\NC(=O)c1ccc([N+](=O)[O-])cc1Cl	-9	-2	-11	1	-3.8	-5.0	0	13	5
